Arr AP2 block = inhibitors of human beta-arrestin and AP2 interaction; FITC-arrestin peptide / GST-AP2 beads, flow cytometry; AP2 beta2 appendage carries R879A mutation; inhibition, % at 10 µM; 340,000 tested, 0.31% active; AID 504490;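 active = inhibition above a set limit, near 3 SD of compounds lacking own fluorescence, cut at about 54% in these data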;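 also: plate controls were DMSO wells for no effect and 5 µM unlabelled arrestin peptide for full effect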
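Assay system: GST-AP2 R879A bound to glutathione beads, E. coli-expressed; Medium: PBS with 0.05% Tween 20 and 0.1% BSA; Also added: fluorescein-tagged arrestin peptide at 50 nM final; Timing: 12 min plus 1 h, RT; Measured by: flow cytometry, FL1 (488/535 nm); Evaluation: percent drop in bead-associated FITC signal.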
HTR5A inv ctr = counter-screen for OPRM1-OPRD1 inverse agonists: human HTR5A inverse agonism | HTR5A cell line, luminescence | 340,000 tested, 0.083% active | P47898 | inhibition, % at 9.3 µM | AID 504634; in the data active = inhibition mostly above about 23%, no sharp cut-off; inactive = mostly below about 18%;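 also: 0% = cells with DMSO and 100% = no-cell wells with DMSO; some compounds called inactive have numbers as strong as hits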
V-ATPase pH = regulators of yeast V-ATPase proton transport | S. cerevisiae, pHLuorin cytosolic pH fluorescence | response, % at 10 µM | AID 504577 | 350,000 tested, 0.37% active; in the data active = response mostly above about 7.3%, no sharp cut-off; inactive = mostly below about 5.4%; also: actives read high; inactives centre near 0; some compounds called inactive have numbers as strong as hits; reference of the scale not given here
DAGLB inh = diacylglycerol lipase beta (human) inhibition; 340,000 tested, 0.059% active; HEK293T DAGLB membrane lysate, EnzChek fluorogenic substrate; AID 504411; Q8NCG7; inhibition, % at 5.17 µM; in the data active = inhibition above about 34%;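 also: 0% = enzyme with vehicle and 100% = wells lacking enzyme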
Pemphigus Ab inh = blocks pemphigus antibody binding to human desmoglein-3; P32926; 310,000 tested, 0.48% active; binding (percent of control), % at 10 µM; AID 588358; DSG3-coupled beads, scFv-anti-DSG3-GFP binding, flow cytometry; active compounds read low;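 active = binding more than 3 SD below its plate's average and above zero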;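 also: hits lower antibody fragment binding to DSG3; some compounds called inactive have numbers as strong as hits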
Target sequence (P32926 whole entry, looked up, the tested form may be a part): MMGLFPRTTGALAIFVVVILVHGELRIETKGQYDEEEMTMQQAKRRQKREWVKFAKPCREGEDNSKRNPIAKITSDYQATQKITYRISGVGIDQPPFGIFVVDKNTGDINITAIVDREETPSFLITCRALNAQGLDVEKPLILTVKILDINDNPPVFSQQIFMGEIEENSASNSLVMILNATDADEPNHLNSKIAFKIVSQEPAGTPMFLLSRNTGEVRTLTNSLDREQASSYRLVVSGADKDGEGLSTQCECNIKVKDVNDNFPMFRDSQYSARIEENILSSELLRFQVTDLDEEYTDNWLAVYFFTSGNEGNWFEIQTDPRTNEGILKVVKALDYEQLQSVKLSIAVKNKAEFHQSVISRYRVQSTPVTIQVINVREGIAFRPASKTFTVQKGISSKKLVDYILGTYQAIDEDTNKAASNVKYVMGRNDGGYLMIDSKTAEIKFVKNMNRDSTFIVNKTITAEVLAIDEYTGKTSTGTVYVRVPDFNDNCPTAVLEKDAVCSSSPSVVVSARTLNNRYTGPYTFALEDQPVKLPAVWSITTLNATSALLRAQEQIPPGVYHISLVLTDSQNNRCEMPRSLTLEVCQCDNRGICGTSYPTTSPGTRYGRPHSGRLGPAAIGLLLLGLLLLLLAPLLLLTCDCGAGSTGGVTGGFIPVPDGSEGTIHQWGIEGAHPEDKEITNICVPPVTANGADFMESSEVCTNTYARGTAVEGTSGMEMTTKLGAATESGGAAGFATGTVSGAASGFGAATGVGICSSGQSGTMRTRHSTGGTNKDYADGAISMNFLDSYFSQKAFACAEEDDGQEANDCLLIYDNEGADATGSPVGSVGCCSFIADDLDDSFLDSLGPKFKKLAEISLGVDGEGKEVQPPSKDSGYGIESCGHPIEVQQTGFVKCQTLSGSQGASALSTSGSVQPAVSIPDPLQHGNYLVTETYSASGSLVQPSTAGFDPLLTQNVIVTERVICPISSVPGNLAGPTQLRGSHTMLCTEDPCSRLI
HTR5A ag ctr = HTR5A agonism, opioid heterodimer counter-screen; P47898; HTR5A agonist assay, luminescence, cell-based; activation, % at 9.3 µM; 340,000 tested, 0.61% active; AID 504692; in the data active = activation mostly above about 9.5%, no sharp cut-off; inactive = mostly below about 7.6%;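 also: 0% = cells with vehicle only and 100% = reference agonist; strong numbers were not always called active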
OPRM1-OPRD1 inv = inverse agonist of human OPRM1-OPRD1 heterodimerization; cell-based MOR-DOR heterodimer luminescence, inverse agonism; inhibition, % at 9.3 µM; 340,000 tested, 0.21% active; AID 504357; in the data active = inhibition above about 22%, passing the limit was not always enough;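 also: 0% = cells with DMSO and 100% = wells without cells with DMSO; values of inactives mirror those of a sister screen read the other way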
PKA-R2B activ = activates the human PKA-R2B holoenzyme complex; P22694+P31323; PKA-R2B holoenzyme dissociation, Cy5-IP20 fluorescence polarization; R2B truncated from residue 108, S112A mutant; 0% DMSO only, 100% 113 µM cGMP; activation, % at 11.4 µM; 340,000 tested, 0.079% active;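 active = activation above a cutoff set at the mean over all compounds plus 3 SD, cut at about 18% in these data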;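 also: higher means more holoenzyme dissociation and a rise in polarization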
OPRM1-OPRD1 ag = agonists of human mu-delta opioid receptor heterodimerization; cells, OPRM1-OPRD1 heterodimerization, luminescence; 340,000 tested, 0.3% active; activation, % at 9.3 µM; AID 504326; P35372+P41143; in the data active = activation above about 18%;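 also: 0% = vehicle-treated cells and 100% = reference agonist; values of inactives mirror those of a sister screen read the other way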
PKA-R1A act = activators of PKA-R1A complex; 340,000 tested, 0.083% active; P00514+P68181; PKA-R1A dissociation, Cy5-IP20 fluorescence polarization; scaled: DMSO 0%, 113 µM cGMP 100%; AID 504707; activation, % at 11.4 µM;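 active = percent activation above the mean of all tested compounds plus 3 SD, cut at about 19% in these data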;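 also: higher means more PKAc released from R1A so a rise in polarization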
* = called active by the depositor; nt = not tested or not shown.

Below each compound – HTR5A inv ctr	Arr AP2 block	OPRM1-OPRD1 ag	DAGLB inh	PKA-R2B activ	V-ATPase pH	HTR5A ag ctr	PKA-R1A act	Pemphigus Ab inh	OPRM1-OPRD1 inv
COc1ccccc1NC(=O)C1CCCN(C(=O)Nc2ccc(F)cc2)C1 (configuration not stated)
    -10	47	-0.6	-1	5	-2	4	-3	92	4
Cc1ccc(NC(=O)COc2ncnc3c(Cl)cc(Cl)cc23)cc1[N+](=O)[O-]
    -16	-1	-3.5	-1	-6	-4	2	13	105	18
COc1ccccc1CCC(=O)OCC(=O)c1c(N)n(CC(C)C)c(=O)n(C)c1=O
    12	-5	0.7	3	1	1	-2	-8	nt	-5
CCOC(=O)Cc1csc(NC(=O)C2CCCCC2C(=O)O)n1 (configuration not stated)
    4	13	-2.4	1	4	-6	-7	2	105	14
NNC(=O)c1ccccc1OCc1ccccc1
    0	7	-3.0	-4	-11	-2	1	-10	95	16
O=C(NCc1nc2ccccc2[nH]1)c1cccc(S(=O)(=O)N2CCCCC2)c1
    6	7	-0.8	2	-4	-2	-2	-3	99	4
Cc1ccc(NC(=O)CN2C(=O)NC3(CCCc4ccccc43)C2=O)c([N+](=O)[O-])c1 (configuration not stated)
    -8	-16	-1.9	2	9	-2	6	3	109	10
CCc1c(C#N)c(=O)[nH]c(=O)n1-c1ccccc1
    0	-3	0.8	1	-13	10.0*	4	-5	nt	-4
COCCCNC(=O)CN(CCc1ccccc1)S(=O)(=O)c1ccccc1
    7	19	-1.9	0	0	-1	-3	3	94	11
CCCN(C(=O)CSc1nnnn1C)C1CCS(=O)(=O)C1 (configuration not stated)
    -2	3	-2.5	0	-7	-1	1	-5	101	14
Cc1ccccc1NC(=O)C(C)c1ccc(-c2ccccc2)c(F)c1 (configuration not stated)
    -11	-3	1.6	-14	-5	-1	1	-7	108	-9
O=C(Cn1cnc2c(cnn2-c2ccc(F)cc2)c1=O)NCCc1ccccc1
    6	0	-1.0	1	-9	1	-2	-7	84	6
CC(OC(=O)c1ccc(Cl)c(S(N)(=O)=O)c1)C(=O)NCC1CCCCC1 (configuration not stated)
    -1	-3	-1.1	-1	-8	3	0	-7	nt	4
COc1cc(C(=O)Nc2ccc(C#N)cc2)c([N+](=O)[O-])cc1OC
    -7	-20	-1.7	-2	-8	2	3	-2	103	9
C[C@H](NC(=O)C(c1ccccc1)c1ccccc1)c1ccccc1
    -12	-3	-1.5	-2	-5	-2	3	13	100	7
COC(=O)c1ccccc1NC(=O)c1cc[n+](C)cc1
    2	-15	-2.3	-3	-9	-4	-4	-1	109	11
CN(Cc1cnccn1)Cc1cn(Cc2ccccc2)nc1-c1ccc2c(c1)OCO2
    -5	-8	0.8	-1	-7	2	2	-4	106	-4
O=C1NCCN(Cc2cccc(Oc3ccccc3)c2)C1CC(=O)N1CCCCO1 (configuration not stated)
    -16	1	4.2	-2	-7	4	4	4	112	-30
Cc1ccc(NC2=C(Cl)C(=O)c3ccccc3C2=O)cc1
    -5	13	7.5	6	-9	3	1	-6	91	-40
O=C(Nc1ccc(N2CCOCC2)cc1N1CCOCC1)c1ccc([N+](=O)[O-])cc1
    -6	4	-0.3	0	-1	-5	-1	-4	110	2

Remaining list, next part.
Below each compound – HTR5A inv ctr	Arr AP2 block	OPRM1-OPRD1 ag	DAGLB inh	PKA-R2B activ	V-ATPase pH	HTR5A ag ctr	PKA-R1A act	Pemphigus Ab inh	OPRM1-OPRD1 inv
CCOC(=O)c1oc2ccccc2c1NC(=O)CN1CCN(C)CC1
    -3	-1	-2.8	0	-11	1	1	-7	72	15
COc1cccc(-c2ccc(C#N)c(=O)[nH]2)c1
    14	-6	-1.8	-2	-8	-1	-5	-8	92	13
Cc1ccc(NS(=O)(=O)c2ccc(-n3cccn3)cc2)cc1C
    -12	3	9.6	-2	0	0	3	-8	96	-48
O=C1C2C3CCC(C3)C2C(=O)N1c1ccc(OS(=O)(=O)c2ccccc2)cc1 (configuration not stated)
    -2	-13	2.6	-5	-3	0	13*	3	105	-13
CC(C)c1ccc(CN2C(=O)c3ccccc3S2(=O)=O)cc1
    -30	7	-1.6	-4	-4	-8	-2	-13	103	9
CC(C(=O)N1CCc2ccccc21)N1CCN(c2ccccn2)CC1 (configuration not stated)
    -35	-1	-3.3	2	-3	6	14	-16	93	18
CN1CCN(Cc2nc(N)nc(Nc3ccc4c(c3)OCCO4)n2)CC1
    -6	3	-1.3	-2	0	-5	3	-6	104	8
O=C(COc1ncnc2ccccc12)Nc1ccccc1[N+](=O)[O-]
    3	-2	-1.3	0	-1	-4	-1	0	95	6
COc1ccccc1-c1nnc(SCC(=O)N2CCOCC2)n1-c1ccccc1
    23	-1	1.4	4	-6	1	0	3	123	-8
O=C(Nc1sc2c(c1CN1CCOCC1)CCC2)c1ccc(F)cc1
    6	-3	0.4	-3	-4	-2	4	-10	121	-2
Cc1noc(C)c1CSCC(=O)N(C)CC(=O)Nc1ccc(Cl)cc1
    -8	-13	-3.0	-1	-5	-4	3	-21	109	12
CCOC(=O)N/N=C/c1cc(C)n(-c2ccccc2)c1C
    -27	10	3.4	1	-6	-6	1	-2	85	-21
Clc1nc(Nc2ccc(N3CCOCC3)cc2)c2ccccc2n1
    -3	25	3.1	1	-1	2	1	-1	109	-16
Cc1ccc(NC(=O)CSc2nnc3n2CCCCC3)cc1S(=O)(=O)N1CCOCC1
    nt	nt	nt	-4	-5	nt	nt	-3	96	nt
Cc1ccccc1P(=O)(CO)c1ccccc1C
    5	11	-1.5	-2	-1	-2	-1	-6	107	8
N#CCn1c(CN2CCCC2)nc2ccccc2c1=O
    12	1	0.6	1	-2	3	-5	3	nt	-4
COc1ccc(CN2CCN(CC3CC3)CC2CCO)cc1C (configuration not stated)
    13	-3	-3.1	0	-9	0	-4	-9	127	15
CCC(CC)NC(=O)c1ccc(Cl)cc1
    2	-1	-1.7	-3	1	2	3	3	nt	8
O=c1[nH]c(CN2CCN(c3ccccc3Cl)CC2)nc2ccsc12
    -12	-4	-1.7	-1	-9	4	2	-2	103	10
Cc1ccc(C(=O)C2CCN(C(=O)c3ccc(C)cc3)CC2)cc1
    -9	11	0.1	-7	-10	-6	2	-15	95	-1

(cont.)
Below each compound – HTR5A inv ctr	Arr AP2 block	OPRM1-OPRD1 ag	DAGLB inh	PKA-R2B activ	V-ATPase pH	HTR5A ag ctr	PKA-R1A act	Pemphigus Ab inh	OPRM1-OPRD1 inv
COCCCNC(=O)/C=C/c1c(Cl)cccc1Cl
    -1	-10	-1.8	2	2	-2	0	-5	105	10
Cc1ccc(OCC(=O)N/N=C/c2ccc([N+](=O)[O-])o2)cc1
    -9	7	2.9	1	-2	-2	-2	-7	93	-16
CCOC(=O)c1cc(-c2ccc(OC)cc2)n(CCC(=O)NCCN2CCC(C)CC2)c1C
    -15	19	1.4	0	-5	-2	5	-5	111	-11
O=C(CN1C(=O)CSc2ccccc21)NCCC1=CCCCC1
    -14	-7	-5.1	-4	-4	0	0	-14	122	23
Cc1ccc(S(=O)(=O)CCC(=O)OCc2ccc(Cl)c(Cl)c2)cc1
    -11	5	-1.8	-3	-8	3	2	-9	89	11
N#CC1C(=O)NC(c2ccccc2)=CC1c1ccccc1 (configuration not stated)
    52*	-3	-14	1	0	-1	-13	2	92	69*
COc1ccc(N2CCN(c3oc(Cc4cccc5ccccc45)nc3C#N)CC2)cc1
    11	6	1.0	-1	4	-2	-1	8	99	-6
COc1ccc(C=C2c3ccccc3C(=O)c3ccccc32)c(OC)c1
    -2	-10	1.6	3	1	-1	-1	7	nt	-8
CCC(C)NS(=O)(=O)c1ccc(NS(=O)(=O)c2ccc(F)cc2)cc1 (configuration not stated)
    -17	16	-0.1	-3	-17	-1	9	-11	103	1
O=S(=O)(NCCNc1ncc(C(F)(F)F)cc1Cl)C(F)(F)F
    -8	-7	5.0	2	3	2	3	11	84	-33
Cc1ccc2nc(CCc3nc4ccc(C)cc4o3)oc2c1
    9	7	-0.4	-10	3	-2	1	-12	96	2
CC1CCCCC12NC(=O)N(CC(=O)NC1CCCc3ccccc31)C2=O (configuration not stated)
    32	0	-1.3	-2	1	1	1	-18	nt	6
CCOC(=O)CCN(C(=O)Nc1ccccc1)C1CCCCC1
    11	6	-1.0	0	0	-2	-3	1	96	5
CC(C)(Oc1ccc(Cl)cc1)C(=O)NC1=NN(c2ccccc2)C(=O)C1
    -2	0	0.4	17	-15	4	4	9	91	-2
O=C(NC(=O)N1CCSCC1)c1c(Cl)cccc1Cl
    18	-17	-3.4	4	-6	4	-2	-2	110	17
Cc1nn(C2CCS(=O)(=O)C2)c(C)c1CN(C)C(=O)c1ccc(Cl)cc1 (configuration not stated)
    11	14	-2.9	-3	4	-2	-5	-8	107	11
O=[N+]([O-])c1nn(-c2ccc3c(c2)OCCO3)n(O)c1=NC1CCCC1
    -7	4	8.1	0	-11	-3	6	-11	98	-47
CCOC(=O)C(NC(C)=O)(OCc1ccccc1)C(F)(F)F (configuration not stated)
    14	5	-1.1	0	-13	1	-4	-17	106	6
Cc1ccc(-c2nnn(CC(=O)N(c3ccc4c(c3)OCCO4)C(C(=O)NCC3CCCO3)c3ccc(F)cc3)n2)o1 (configuration not stated)
    -9	15	-1.6	-2	-11	0	4	-9	98	9
CCc1ccc(NCc2nc(-c3ccccc3)no2)cc1
    9	-7	8.3	-11	-5	3	2	-12	121	-44

(cont.)
Below each compound – HTR5A inv ctr	Arr AP2 block	OPRM1-OPRD1 ag	DAGLB inh	PKA-R2B activ	V-ATPase pH	HTR5A ag ctr	PKA-R1A act	Pemphigus Ab inh	OPRM1-OPRD1 inv
Cc1cc(NC(=O)CSCC(=O)Nc2cc(Cl)ccc2N2CCN(C)CC2)no1
    25	12	-1.6	-3	-8	0	-1	7	99	6
Fc1cccc(NC(=S)N2CCn3cccc3C2c2cccnc2)c1 (configuration not stated)
    -23	6	0.8	-1	1	-3	8	-3	126	-4
COc1ccc(CNC(=O)c2cccnc2)cc1
    9	5	-0.1	0	12	1	-3	7	99	1
CC(C)(C)n1ncc2c(=O)n(Cc3ccccc3Br)cnc21
    -8	24	1.5	-4	-16	8	5	-13	105	-9
CN1C(=O)c2ccc(NC(=O)c3c(C(=O)O)cccc3[N+](=O)[O-])cc2C1=O
    7	23	-0.3	-3	-4	-2	-2	1	92	2
Cc1occc1-c1nnc(SCC(=O)N2CCCCC2)o1
    -4	-4	-2.3	0	-3	-4	1	-8	99	12
Cc1cc(CNC(=O)C2(C(F)(F)F)C/C(=C\CCO)CCCO2)nn1C (configuration not stated)
    -15	6	-0.7	-2	-12	2	6	-4	110	4
CCOc1ccccc1NC(=O)Nc1ccsc1C(=O)OC
    10	-5	0.8	-2	-5	5	-2	-1	nt	-4
CC(=O)c1sc(NC(=O)COc2ccc(C(C)C)c(C)c2)nc1C
    -7	-3	4.7	-2	-2	-5	2	2	116	-23
COc1ccc(Cc2noc(CN3CCCN(C4Cc5ccccc5C4)CC3)n2)cc1OC
    2	1	-0.9	-1	-2	3	-3	-18	104	4
COc1cccc(-c2nnc3n2N=C(c2cc(OC)ccc2OC)CS3)c1
    -10	18	-2.7	1	1	5	6	-1	nt	14

Screens from PubChem BioAssay.
